AmpC inh det: inhibitors of E. coli AmpC beta-lactamase with detergent; 71,000 compounds, 0.09% hits; AID 584; Potency, µM (doses to about 28.7 µM), without a hit: at the highest dose activity change, negative = inhibition; purified AmpC, nitrocefin hydrolysis with detergent; P00811; active = well fitted curve in the direction sought with a large enough effect
Target sequence (P00811 whole entry, looked up): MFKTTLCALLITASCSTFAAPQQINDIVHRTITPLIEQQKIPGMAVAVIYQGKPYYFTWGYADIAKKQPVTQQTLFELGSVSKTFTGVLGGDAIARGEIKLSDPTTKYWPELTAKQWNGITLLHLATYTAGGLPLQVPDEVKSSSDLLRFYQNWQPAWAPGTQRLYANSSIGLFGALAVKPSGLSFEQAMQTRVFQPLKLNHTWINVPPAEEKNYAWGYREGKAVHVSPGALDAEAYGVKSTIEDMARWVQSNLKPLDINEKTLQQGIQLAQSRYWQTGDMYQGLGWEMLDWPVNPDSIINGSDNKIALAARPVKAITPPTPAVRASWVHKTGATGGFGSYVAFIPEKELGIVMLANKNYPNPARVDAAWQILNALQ
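E. coli AmpC (5.3 nM) in 20 mM phosphate pH 7.0 with 0.01% Triton X-100, preincubated 15 min RT with compound; nitrocefin (2 uL of 800 uM stock) hydrolysis followed by 480 nm absorbance every 20 s over 4 min.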
Active calls of the source: *; [ ] = dose if it differs, or a comment. % is set by controls: 0 for no effect and ±100 for the full control effect; potency is the fitted concentration of half-maximal effect. This is a subset; count on the stated rates, not on these rows.

Results for CCOCCOC(=O)C(C)Sc1n[nH]c(=O)[nH]c1=O (configuration not stated) ?
AmpC inh det: 2%

What do the screens show for `CCCC(c1nnnn1CC(=O)OCC)N(Cc1cc2c(C)cc(C)cc2[nH]c1=O)C1CCCC1` (configuration not stated)?
AmpC inh det: 12%

Results for Cc1ccc(-c2nn(CC(=O)NCCN3CCOCC3)c(=O)c3ccccc23)cc1 ?
AmpC inh det: -3%

How did Cc1ccc([C@@]2(C)CC/C(=N/N=C3\CC[C@](C)(c4ccc(C)c(C)c4)c4cc(C)c(C)cc43)c3cc(C)c(C)cc32)cc1C do in these assays?
AmpC inh det: -3%[5.75 µM]

What do the screens show for `Cn1cccc1C(=S)N1CCOCC1`?
AmpC inh det: -4%

How did Cc1nc2ccc(NC(=O)c3ccc(S(=O)(=O)N4CCOCC4)cc3)cc2s1 do in these assays?
AmpC inh det: 9%

What do the screens show for `CC(C)N1C(=O)CCC1C(=O)N1CCC(Cc2ccccc2)CC1` (configuration not stated)?
AmpC inh det: 7%

Results for O=C(Cc1ccc(F)cc1)Nc1c2c(nn1-c1cccc(Cl)c1)CS(=O)C2 (configuration not stated) ?
AmpC inh det: 0%

What do the screens show for `Cc1cc(=O)[nH]c(Nc2c(C)n(C)n(-c3ccccc3)c2=O)n1`?
AmpC inh det: -3%

What do the screens show for `Cc1ccc(NC(=O)NC2=N/C(=C(/C#N)C(=O)N3CCCC3)c3ccccc32)cc1`?
AmpC inh det: -3%

What do the screens show for `Cc1cccc(N2CCN(S(=O)(=O)c3ccc4c(c3)n(C)c(=O)c(=O)n4C)CC2C)c1` (configuration not stated)?
AmpC inh det: -1%

How did Cc1nc(N2CCOCC2)c2nc(-c3ccccc3)n(CC3CCN(C)CC3)c2n1 do in these assays?
AmpC inh det: 9%

What do the screens show for `Cn1c(=O)c(-c2ccc(F)cc2)nc2cnc(N3CCOCC3)nc21`?
AmpC inh det: 1%

Results for COc1ccc2nc(NC(=O)c3ccc(Br)s3)sc2c1 ?
AmpC inh det: -2%

How did CS(=O)(=O)Nc1ccc2c3c(cccc13)CC2 do in these assays?
AmpC inh det: -4%

How did Cc1cc(Cl)nc2ccc(Cc3ccc4nc(Cl)cc(C)c4c3)cc12 do in these assays?
AmpC inh det: 0%[5.75 µM]

Results for CCOC(=O)CN=C1CC(C)(C)CC2=C1Sc1ncnc(N(C)C)c1N2 ?
AmpC inh det: -4%

Results for CC1(C)Cc2cccc(OCC(O)CNCc3ccccn3)c2O1 (configuration not stated) ?
AmpC inh det: -1%

How did CC(C)(C)C(=O)NC1(C(F)(F)F)C(=O)Nc2c1c(=O)[nH]c(=O)n2Cc1ccco1 (configuration not stated) do in these assays?
AmpC inh det: -3%

Results for COc1cc(C2Nc3ccccc3C(=O)N2c2ccccc2OC)ccc1O (configuration not stated) ?
AmpC inh det: 2%

What do the screens show for `COc1cc(Cn2c(N)c(C#N)c3nc4ccccc4nc32)cc(OC)c1`?
AmpC inh det: -6%

How did Cc1cc(C)n(-c2nc3sc4c(c3c3nnc(SCC(N)=O)n23)CC(C)(C)OC4)n1 do in these assays?
AmpC inh det: 11%

What do the screens show for `COc1ccc(CCN2C(=O)CCC2(C)C(=O)NCc2cccnc2)cc1OC` (configuration not stated)?
AmpC inh det: -2%

What do the screens show for `CCOc1ccc2nc(NC(=O)C3CCCN(S(=O)(=O)c4c(C)noc4C)C3)sc2c1` (configuration not stated)?
AmpC inh det: 10%

Results for COC(=O)/C=C(\C)NC(=O)c1ccccc1Cl ?
AmpC inh det: 2%

How did CC(C)(C)n1nnnc1C(c1cccnc1)N1CCN(C(=O)c2ccco2)CC1 (configuration not stated) do in these assays?
AmpC inh det: 0%

Results for O=C(Cn1nnc(-c2ccccc2F)n1)Nc1cccc2ncccc12 ?
AmpC inh det: -5%

How did CCOc1ccc(S(=O)(=O)N2Cc3ccccc3CC2C(=O)NCCCn2ccnc2)cc1 (configuration not stated) do in these assays?
AmpC inh det: 0%

What do the screens show for `CC1(C)CC(=O)C=C(NCCN2CCN(C(=O)Nc3ccc(Cl)cc3)CC2)C1`?
AmpC inh det: 3%

How did CCn1c(N)nc2c1c(=O)n(C)c(=O)n2C do in these assays?
AmpC inh det: 5%

How did Clc1ccc(N2C[C@H]3CC[C@@H](C2)N3)nn1 do in these assays?
AmpC inh det: -2%

Results for CCCCOCCOCCSC#N ?
AmpC inh det: 8%

Results for COc1ccc2c(c1)c(CC(=O)O)c(C)n2Cc1ccc(Cl)cc1 ?
AmpC inh det: -4%

Results for Nc1nc(-c2cccnc2)nn1C(=O)CCc1ccccc1 ?
AmpC inh det: -4%

Results for COc1ccc(OC)c(C(=O)CSc2nc3cccnc3n2C)c1 ?
AmpC inh det: -1%

What do the screens show for `COc1ccccc1NC(=O)C1=C(C)Nc2nnnn2C1c1cccc(Br)c1` (configuration not stated)?
AmpC inh det: 0%

Results for CCOC(=O)C1C2c3ccccc3O[C@@]1(C)N=C1SCC(=O)N12 (some centres not stated) ?
AmpC inh det: -6%

Results for Cc1ccc(NC(=O)CN2C(=O)C(C)Oc3ccccc32)nc1 (configuration not stated) ?
AmpC inh det: 7%

Results for CCCOC(=O)c1ccc(-c2c(C)noc2-c2ccc(OC)cc2O)o1 ?
AmpC inh det: -2%

Results for N#Cc1cnc(SCC(=O)Nc2ccccc2C(F)(F)F)nc1N ?
AmpC inh det: 7%

What do the screens show for `CCC(=O)N(CCO)Cc1cc2ccc(C)c(C)c2[nH]c1=O`?
AmpC inh det: -1%

What do the screens show for `COC(=O)CCCCC(=O)OC`?
AmpC inh det: 14%

Results for C/C(N)=C(/C#N)C(=O)COC(=O)CCSc1ccccc1 ?
AmpC inh det: 2%

What do the screens show for `NC(=O)c1ccsc1NC(=O)CN1C(=O)C2CC=CCC2C1=O` (configuration not stated)?
AmpC inh det: 0%

Results for O=C(NC1CCCCC1)NC1CCN(CC(=O)N2CCOCC2)CC1 ?
AmpC inh det: 0%

What do the screens show for `Cc1ccc(-c2nnc(SCC#N)n2N)cc1`?
AmpC inh det: -1%

Results for CSc1nsc(SCC(=O)Nc2cccc(C(C)=O)c2)n1 ?
AmpC inh det: -2%

Results for c1coc(CNc2nc3nonc3nc2NCc2ccco2)c1 ?
AmpC inh det: 5%

Results for CCOC(=O)c1cc(NC(=O)N2CCOCC2)c(C)nc1C ?
AmpC inh det: 21%

How did O=C1c2cccc(O)c2C(=O)c2c(O[C@@H]3O[C@H](CO)[C@@H](O)[C@H](O)[C@@H]3O)cccc21 do in these assays?
AmpC inh det: 0%[5.75 µM]

What do the screens show for `Cc1cccc(C)c1NC(=O)CCCSc1nnc(-c2ccco2)n1-c1ccccc1`?
AmpC inh det: -2%

How did CC(C)CC1(C(=O)NCCc2c[nH]c3ccccc23)C=CCN1C(=O)c1ccccc1 (configuration not stated) do in these assays?
AmpC inh det: 15%

Results for CCOC(=O)Cn1nnnc1C(CC)N(Cc1cccs1)Cc1cc2cc(C)ccc2[nH]c1=O (configuration not stated) ?
AmpC inh det: -2%

How did CCOC(=O)c1c(NC(=O)CSc2nc3cccnc3n2C)sc(C(C)=O)c1C do in these assays?
AmpC inh det: -3%

Results for CCOc1cc(S(=O)(=O)NCc2ccc3c(c2)OCO3)ccc1F ?
AmpC inh det: -8%

Results for Cc1ccc(C(=O)NC=C(Cl)Cl)cc1 ?
AmpC inh det: -1%

How did CC(=O)c1ccc(OCC(O)Cn2nnc3ccccc32)cc1 (configuration not stated) do in these assays?
AmpC inh det: 3%

What do the screens show for `COc1ccc(-c2noc(-c3ccc(Cl)cc3)n2)cc1`?
AmpC inh det: -4%

Results for COc1ccc(S(=O)(=O)Nc2ccc(Cl)cn2)c(C)c1C ?
AmpC inh det: 10%

What do the screens show for `Cc1ccc(C)c(N2CCN(C(=O)c3ccc(NS(=O)(=O)c4c(C)noc4C)cc3)CC2)c1`?
AmpC inh det: 0%

An excerpt from above in order of count of non-hydrogen atoms, lowest first:
How did CCn1c(N)nc2c1c(=O)n(C)c(=O)n2C do in these assays?
AmpC inh det: 5%

Results for c1coc(CNc2nc3nonc3nc2NCc2ccco2)c1 ?
AmpC inh det: 5%

How did Cc1nc2ccc(NC(=O)c3ccc(S(=O)(=O)N4CCOCC4)cc3)cc2s1 do in these assays?
AmpC inh det: 9%

How did CCOC(=O)c1c(NC(=O)CSc2nc3cccnc3n2C)sc(C(C)=O)c1C do in these assays?
AmpC inh det: -3%

What do the screens show for `Cc1cccc(N2CCN(S(=O)(=O)c3ccc4c(c3)n(C)c(=O)c(=O)n4C)CC2C)c1` (configuration not stated)?
AmpC inh det: -1%

Next section.
What do the screens show for `CCOC(=O)C1CCN(c2nc(C)nc3c2oc2ccccc23)CC1`?
AmpC inh det: -2%

How did CCCNS(=O)(=O)c1ccc(CCC(=O)NCc2cccnc2)cc1 do in these assays?
AmpC inh det: -1%

What do the screens show for `O=C1Nc2ccccc2C12OCCCCO2`?
AmpC inh det: 1%

How did Cc1ccc2c(c1)nnn2C1CCN(CC(=O)N2c3ccccc3CC2C)CC1 (configuration not stated) do in these assays?
AmpC inh det: -4%

Results for CC(=O)O[C@@H]1[C@H]([N+]2(C)CCCCC2)C[C@@H]2[C@@H]3CC[C@@H]4C[C@@H](OC(C)=O)[C@H]([N+]5(C)CCCCC5)C[C@@]4(C)[C@H]3CC[C@]21C ?
AmpC inh det: -1%

What do the screens show for `COC(=O)c1cc(-c2c[nH]c3ccccc23)n[nH]1`?
AmpC inh det: -4%

Results for O=C(O)CCc1ccc(-c2ccc(Br)cc2)n1CC(=O)O ?
AmpC inh det: -1%

What do the screens show for `CCOC(=O)N1CCN(C(=O)C(CC)n2nc(C)c3sc4ccccc4c3c2=O)CC1` (configuration not stated)?
AmpC inh det: -4%

What do the screens show for `CC1CCN(S(=O)(=O)c2ccc3[nH]cc(C(=O)NCCN4CCOCC4)c(=O)c3c2)CC1`?
AmpC inh det: -4%

How did CCn1cnc2c1c(=O)n(Cc1csc(-c3ccccc3)n1)c(=O)n2Cc1ccccc1 do in these assays?
AmpC inh det: -4%

What do the screens show for `CCOC(=O)CCNC(=O)CNC(=O)OCc1ccccc1`?
AmpC inh det: -1%

How did CCn1c(N2CCN(CC(=O)c3c[nH]c4ccccc34)CC2)nc2c1c(=O)[nH]c(=O)n2C do in these assays?
AmpC inh det: -4%

What do the screens show for `COc1cccc(C(=O)N2CCN(C(=O)c3cccc(F)c3)CC2)c1`?
AmpC inh det: -2%

What do the screens show for `COc1cc2nc(=S)n3[nH]c(CCn4nc(C)cc4C)nc3c2cc1OC`?
AmpC inh det: -2%

What do the screens show for `O=C(O)c1ccccc1-c1ccccc1C(=O)Nc1ccc2c(c1)Cc1ccccc1-2`?
AmpC inh det: -1%[5.75 µM]

Results for Nc1nc(-c2cccs2)cs1 ?
AmpC inh det: -3%[5.75 µM]

Results for Cc1cc(Cl)c(S(=O)(=O)NC(C(=O)O)c2ccccc2)cc1OCC(N)=O (configuration not stated) ?
AmpC inh det: -3%

What do the screens show for `Oc1c([C@H](Nc2ccccn2)c2ccccc2)ccc2cccnc12`?
AmpC inh det: 1%[5.75 µM]

How did c1ccc(-c2nc3nonc3c3nc4ccccc4n23)cc1 do in these assays?
AmpC inh det: -3%

How did CC1CCCN(C(=O)C(Cc2ccccc2)n2cccc2)C1 (configuration not stated) do in these assays?
AmpC inh det: 10%

What do the screens show for `O=C(/C=C\c1ccc(Cl)cc1)N[C@@]12CCC(=O)[C@@H]3Oc4c(O)ccc5c4[C@@]31CCN(CC1CC1)[C@@H]2C5`?
AmpC inh det: -2%

How did c1ccc(CO[C@H]2NCCN2Cc2ccccc2)cc1 do in these assays?
AmpC inh det: 10%[5.75 µM]

Results for COc1ccc(Cl)cc1NC(=O)CSc1nnc(Cc2cccn2C)n1-c1ccc(F)cc1 ?
AmpC inh det: 15%

What do the screens show for `CCOC(=O)c1ccc2ncc(C(=O)OCC)c(NCCN(C)C)c2c1`?
AmpC inh det: 14%

Results for Cc1oc(/N=C/c2ccc3c(c2)OCO3)c(C#N)c1C ?
AmpC inh det: -1%

How did Cc1cccc(C)c1NC(=O)Cn1c(=O)n(CCC(=O)NCc2ccco2)c(=O)c2sccc21 do in these assays?
AmpC inh det: 5%

How did Cc1cc(N2CCCC2)n2nc(C)nc2n1 do in these assays?
AmpC inh det: 1%

Results for COc1ccc2c(c1)OC13CCN(C)CC1C2C(C(=O)c1ccc(F)cc1)C(=O)N3 (configuration not stated) ?
AmpC inh det: 16%

Results for Cc1noc(C)c1CSc1ncnc2ccccc12 ?
AmpC inh det: -6%

How did O=S(=O)(c1ccccc1)N1CCC2(CCN(Cc3ccncc3)CC2)CC1 do in these assays?
AmpC inh det: 0%

What do the screens show for `CN1CCOc2cc(S(=O)(=O)Nc3ccc(F)cc3)ccc21`?
AmpC inh det: -1%

How did COc1cccc(NC(=O)CSc2nc3ccccc3c(=O)n2CCCC(=O)N2CCCC2)c1 do in these assays?
AmpC inh det: 21%

What do the screens show for `O=C(c1ccc(S(=O)(=O)N2CCC(c3nc4ccccc4s3)CC2)cc1)N1CCOCC1`?
AmpC inh det: 9%

What do the screens show for `COCCCNC(=O)CCC(=O)Nc1ccc2nc(N3CCOCC3)cc(C)c2c1`?
AmpC inh det: -3%

Results for NC12CC3CC(CC(C3)C1)C2 ?
AmpC inh det: 8%[12.8 µM]

How did COc1ccc(C(=O)Cn2nnc(-c3cccs3)n2)cc1 do in these assays?
AmpC inh det: -2%

How did COC(=O)c1cccnc1-n1c(=O)c2cccnc2n(Cc2cccc(OC)c2)c1=O do in these assays?
AmpC inh det: 10%

Copied from the listing (two entries):
How did COc1ccc(C(=O)Cn2nnc(-c3cccs3)n2)cc1 do in these assays?
AmpC inh det: -2%

How did COC(=O)c1cccnc1-n1c(=O)c2cccnc2n(Cc2cccc(OC)c2)c1=O do in these assays?
AmpC inh det: 10%

Bioassay records: PubChem, National Center for Advancing Translational Sciences (NCATS)
